Source: PubChem BioAssay
m5-HT2A agonist: activates the mouse 5-HT2A serotonin receptor. P35363. 360,000 compounds, 0.66% hits. CHO-K1 mHTR2A beta-arrestin complementation, luminescence; percent of 30 µM serotonin response. activation, % at 7.6 µM;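 active means activation above a run cutoff, the mean activation of all tested compounds plus 3 SD, cut at about 14% in these data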;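 further: 0% = plate median of compound wells and 100% = 30 µM serotonin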
MC4R antag cAMP: antagonists of human melanocortin 4 receptor (MC4R). AID 540295. MC4R-expressing cells, MTII-stimulated cAMP, LANCE TR-FRET. P32245. inhibition, % at 6.5 µM. 360,000 compounds, 0.48% hits;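 active means inhibition above its plate's cutoff, the mean of tested wells on that plate plus 3 SD, cut at about 29% in these data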;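 further: 0% = Melanotan II alone and 100% = Melanotan II plus saturating MCL0020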
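System: U2OS cells stably expressing human melanocortin 4 receptor (MC4R). Reagent: Melanotan II challenge after compound preincubation. Doses: 6.5 µM. Times: 30-min compound, 1-h challenge, 1-h detection, room temperature. Measured by: TR-FRET with Eu-cAMP and labeled anti-cAMP, 671 nm. Replicates: singlicate.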
TLR9-MyD88 block: blocks human TLR9 binding to MyD88; Q9NR96+Q99836; CHO BLA complementation TLR9-MyD88, CCF4 FRET ratio; inhibition, % at 4.98 µM; 340,000 compounds, 0.21% hits; AID 504734;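 active means inhibition above the mean over all tested compounds plus 3 SD, cut at about 21% in these data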;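 further: 0% = DMSO only wells and 100% = clavulanate BLA inhibitor control wells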
Glyco luc inh: blocks N-linked glycosylation in D54 reporter cells; 360,000 compounds, 0.23% hits; reporter increase, % at 12.5 µM; D54 ERlucT glycosylation luciferase reporter, 24 h; percent of 100 nM tunicamycin response;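 active means mean luciferase reporter signal, scaled so untreated is 0 and the glycosylation-blocking control 100, at or above a set limit in every replicate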;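 further: luciferase carries N-glycosylation sites so blocking glycosylation raises the light; 0% = median of neutral control wells and 100% = median of 100 nM tunicamycin wells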
ABHD5 PLIN5 PPI: ABHD5-PLIN5 protein interaction inhibition | Split G. princeps luciferase complementation, luminescence, 4 h | inhibition, % at 4 µM | AID 602281 | 360,000 compounds, 0.78% hits;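 active means inhibition above the mean inhibition across every tested compound plus 3 SD, cut at about 22% in these data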;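 further: 0% = DMSO only wells and the 100% control is not disclosed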
NOD2-RIPK2 inh: NOD2-RIPK2 protein interaction inhibition | O43353 | CHO BLA complementation NOD2-RIPK2, CCF4 ratio | inhibition, % at 4.98 µM | 360,000 compounds, 0.38% hits; in the data active means inhibition above about 21%;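 further: 0% = vehicle only and 100% = reference blocker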
H9c2 protect: protects H9c2 cardiomyocytes from peroxide injury. 360,000 compounds, 0.63% hits. H2O2 injury protection, ATPLite, 2 h. protection from H2O2 cell death, % at 20 µM. AID 588492;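 active means compounds giving at least 50% protection of heart cells from peroxide-induced death in the single-dose screen, raw or plate-pattern-corrected value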;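 further: 0% = DMSO wells with peroxide and 100% = DMSO wells without peroxide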
NCOA2 inhibitor: human SRC2 (NCOA2) inhibition; Q15596; 370,000 compounds, 0.17% hits; HEK293 GAL4-SRC2 luciferase reporter, luminescence; inhibition, % at 9 µM;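 active means inhibition above the mean inhibition of all tested compounds plus 3 SD, set per campaign, cut at about 52% in these data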;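 further: 0% = DMSO treated cells and 100% = cells given Gossypol at 36 µM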
MC4R barr agon: agonists of human melanocortin 4 receptor (MC4R) beta-arrestin | AID 540308 | 360,000 compounds, 0.98% hits | activation, % at 8.9 µM | P32245 | U2OS MC4R beta-arrestin complementation, luminescence; percent of melanotan II response, DMSO zero;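 active means activation above a per-plate cutoff, the mean activation of sample wells on that plate plus 3 SD, cut at about 8% in these data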
ABCB6 inh MLPCN: blocks the human ABCB6 transporter | Q9NP58 | K562-ABCB6 porphyrin accumulation, flow cytometry, 1 h; active compounds read low | fluorescence ratio to DMSO, % at 10 µM | 360,000 compounds, 0.19% hits | AID 602162;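 active means fluorescence ratio to DMSO below 75%, the collection mean minus 3 SD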;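 further: signal is porphyrin accumulated inside mitochondria; 100% equals median channel fluorescence of DMSO control wells; lower ratio means ABCB6 inhibition with less porphyrin fluorescence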
Target sequence (Q9NP58 whole entry, looked up): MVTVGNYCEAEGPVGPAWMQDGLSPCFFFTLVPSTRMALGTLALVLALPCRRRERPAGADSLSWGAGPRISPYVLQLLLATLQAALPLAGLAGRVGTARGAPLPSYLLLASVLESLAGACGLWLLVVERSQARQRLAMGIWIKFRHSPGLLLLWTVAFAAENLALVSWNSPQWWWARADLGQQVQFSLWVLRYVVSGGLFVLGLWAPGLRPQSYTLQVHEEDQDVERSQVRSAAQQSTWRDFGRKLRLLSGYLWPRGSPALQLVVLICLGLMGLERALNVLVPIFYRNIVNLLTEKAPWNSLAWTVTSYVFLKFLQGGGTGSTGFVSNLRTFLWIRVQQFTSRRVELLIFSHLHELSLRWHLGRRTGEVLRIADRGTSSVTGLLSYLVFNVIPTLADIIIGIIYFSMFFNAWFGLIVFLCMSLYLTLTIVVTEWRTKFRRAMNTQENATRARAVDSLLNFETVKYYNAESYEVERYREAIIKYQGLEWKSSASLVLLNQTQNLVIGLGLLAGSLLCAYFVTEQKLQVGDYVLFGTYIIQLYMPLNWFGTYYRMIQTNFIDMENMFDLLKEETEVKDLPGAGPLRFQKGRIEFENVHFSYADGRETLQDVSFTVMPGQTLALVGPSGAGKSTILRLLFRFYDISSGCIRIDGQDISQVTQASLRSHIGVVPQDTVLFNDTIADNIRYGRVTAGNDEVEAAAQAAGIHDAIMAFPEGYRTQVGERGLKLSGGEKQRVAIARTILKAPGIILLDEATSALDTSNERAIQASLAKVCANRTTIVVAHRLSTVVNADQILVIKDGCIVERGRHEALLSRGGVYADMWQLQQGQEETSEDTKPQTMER
Numbers without * were called inactive; / = not tested or not shown. An excerpt; rates above refer to the full screens.

Values run as follows: m5-HT2A agonist	MC4R antag cAMP	TLR9-MyD88 block	Glyco luc inh	ABHD5 PLIN5 PPI	NOD2-RIPK2 inh	H9c2 protect	NCOA2 inhibitor	MC4R barr agon	ABCB6 inh MLPCN
- COc1cc2c(cc1OC)NC(=O)C2
 : 2.9	5.5	8.2	2.3	-0.1	-3.5	-0.2	-9.1	-1.0	82.0
- Cc1ccc(-c2csc(C(C#N)=C3CCCC3)n2)cc1
 : 3.4	2.5	-19.3	3.2	5.2	0.9	-16.3	-22.3	-0.1	99.0
- O=C(OCc1cc2ccccc2[nH]c1=O)C1CCCO1 (stereo not given)
 : 2.7	11.4	9.7	4.5	5.4	-0.2	9.2	4.6	-2.4	87.0
- CCOC(=O)CNc1nnc(SCC(=O)OCC)[nH]c1=O
 : -0.9	17.7	-8.6	5.0	25.6*	-3.0	38.5	12.6	1.4	98.0
- Cc1ccc(Cl)cc1N(Cc1ccc(C(=O)NCc2cccnc2)cc1)S(=O)(=O)c1ccccc1
 : -1.4	7.0	-5.0	-1.5	8.9	-3.4	4.6	-6.6	-0.9	98.0
- O=C(N/N=C/c1cccs1)c1cccc(NC(=O)c2ccccc2Cl)c1
 : -1.2	1.5	1.9	-0.3	0.8	4.8	7.4	-47.1	-3.0	99.0
- O=c1cc(CSc2ccc(Cl)cc2)nc(N2CCCCC2)[nH]1
 : 0.6	-3.2	-0.6	-2.4	3.0	-5.2	-0.4	-1.8	-1.4	97.0
- COc1cccc(-c2nc(CS(=O)CC(=O)NCc3ccc(F)cc3)c(C)o2)c1 (stereo not given)
 : 0.2	-3.3	-4.9	0.5	7.2	9.6	-7.4	-5.0	1.3	91.0
- CCCOc1ccccc1OCC(=O)Nc1cccc(S(=O)(=O)NC2=NCCC2)c1
 : -1.2	-4.2	-4.4	0.8	9.8	-11.4	3.8	-4.8	-1.8	102.0
- O=C(Cn1cnc2ccccc2c1=O)Nc1ccc(S(=O)(=O)N2CCOCC2)cc1
 : 8.7	24.3	-7.8	0.0	-5.0	-4.5	-2.8	-5.5	0.4	94.0
- CCOC(=O)c1cccc(NC(=O)C2CCCN(S(=O)(=O)c3c(C)nn(C)c3C)C2)c1 (stereo not given)
 : -1.1	4.1	-13.0	-1.1	2.3	10.9	-4.7	16.1	-0.7	95.0
- COc1ccc(Cc2c(C(C)(C)C)nc3ccc(C)cn23)c(C)c1
 : -1.8	/	/	1.0	3.5	-7.5	-5.7	12.1	/	105.0
- CCCC1(C(=O)OC)NC(c2ccc(OC)cc2OC)C2C(=O)N(c3cccc(C(C)=O)c3)C(=O)C21 (stereo not given)
 : 7.0	8.9	2.5	0.6	-6.2	-2.8	5.5	9.8	0.4	97.0
- Cc1nc(SCC(=O)Nc2nnc(C(C)C)s2)n[nH]1
 : 7.3	2.6	-1.8	2.8	7.5	-15.7	-6.7	-5.0	-0.1	101.0
- Cc1ccc(S(=O)(=O)C(NC(=O)c2ccccc2)=C(Cl)Cl)cc1
 : 1.1	-1.9	2.7	74.9*	2.2	-4.5	-15.8	51.9	-1.5	90.0
- O=C(NCc1cccs1)C(=O)NCC1OCCCN1S(=O)(=O)c1cccs1 (stereo not given)
 : -2.5	11.6	8.4	1.9	-6.6	1.0	2.7	-11.6	-2.2	96.0
- COc1ccc(CN(CCCN2CCOCC2)S(=O)(=O)N(C)C)cc1OC
 : -1.7	0.6	0.4	-0.4	3.9	-19.9	6.1	-10.2	0.4	94.0
- O=C1CCCCC(=O)[C@H](O)C[C@H](COCc2ccccc2)O1
 : -1.2	/	/	/	-4.2	3.5	/	15.7	/	98.0
- O=S1(=O)C=C(Sc2nnc(-c3ccccc3)o2)c2ccccc21
 : 7.6	-17.1	6.1	-20.2	15.3	2.7	-21.7	/	-0.4	102.0
- O=C(C[n+]1ccc(-c2nnc3n2CCCCC3)cc1)c1ccc(Cl)cc1
 : -0.8	-2.2	4.2	1.7	-5.1	-8.7	3.6	-4.4	1.4	99.0
- CCC1Nc2ncnc(N3CCOCC3)c2N(Cc2ccc(C)cc2)C1=O (stereo not given)
 : 10.1	0.8	-0.6	3.6	-1.8	-1.5	3.0	-0.9	-1.0	93.0
- CC1(C)CC(=O)C2=C(C1)OC(N)=C([N+](=O)[O-])C2c1cccs1 (stereo not given)
 : 1.0	7.8	-3.0	1.0	5.4	-1.2	2.4	6.4	-0.3	106.0
- CCS(=O)(=O)n1nc(C(=O)N2CCOCC2)nc1N
 : -0.6	1.6	7.3	1.4	-5.0	-1.4	-0.7	5.5	-2.2	102.0
- Cc1sc(NC(=O)/C=C/c2ccco2)c(C(=O)OC(C)C)c1C
 : -2.9	9.3	2.0	-0.3	-0.6	-4.9	-11.8	-16.5	-0.1	100.0
- CCNC(=O)C1(C)CCCN(C(=O)c2ccc(F)c(C)c2)C1 (stereo not given)
 : 1.8	8.8	/	1.0	-11.6	-1.6	-0.6	-31.9	0.3	90.0
- COc1ccc2c(CC(=O)N3CCN(S(=O)(=O)c4cccs4)CC3)coc2c1
 : 2.2	-0.2	4.7	-3.2	-9.4	-6.5	-1.8	13.8	-1.2	97.0
- CC(C)c1ccc(Nc2ncccc2C#N)cc1
 : 4.1	-2.7	3.8	0.6	-5.3	0.1	-7.2	-84.1	-0.8	100.0
- C/C(=N\OC(=O)C1CC1)C1CC1c1ccc(F)cc1 (stereo not given)
 : -1.6	2.7	4.4	-1.1	4.0	-8.0	-4.0	6.8	0.4	100.0
- COCCn1c(N)c(N(Cc2ccccc2)C(=O)COc2ccccc2F)c(=O)[nH]c1=O
 : -2.1	-0.8	-3.5	3.3	-9.3	-9.7	5.3	-9.4	1.2	95.0
- COc1ccc(-c2c(C#N)c(N)nc3c2CCC3)cc1
 : -2.6	0.3	-13.0	1.1	-0.7	-11.8	0.3	2.1	-1.7	95.0
- Cc1cccc(C(=O)Nc2cccc(C(=O)N/N=C/c3cccc(C)n3)c2)c1
 : -2.2	-1.9	0.4	0.3	-8.0	-1.7	15.0	-48.8	-1.8	98.0
- COc1ccc(C(=O)c2sc(Nc3ccccc3F)nc2N)cc1
 : 4.3	0.3	7.1	-2.0	-6.1	5.2	-6.2	-10.9	-1.0	96.0
- O=C(CCC1COc2ccccc2O1)NCC1COc2ccccc2O1 (stereo not given)
 : -0.5	6.4	3.6	0.2	-2.2	3.0	-8.3	-11.2	0.1	104.0
- Cc1ccc(C)c(NNC(N)=S)c1
 : 4.6	10.9	5.6	1.9	-10.9	3.5	-15.6	-21.1	-2.2	100.0
- COc1cccc(-c2nc(CS(=O)(=O)CC(=O)NCC(C)c3ccccc3)c(C)o2)c1 (stereo not given)
 : -3.9	17.6	-10.4	1.1	-8.9	-6.1	4.8	14.9	0.1	101.0
- Cc1ccc(C)c(OCC(=O)Nc2ccc(S(=O)(=O)N3CCN(C)CC3)cc2)c1
 : -8.2	-3.7	8.6	-0.9	-17.2	-12.5	-10.9	-10.1	-0.4	91.0
- Cc1cc(C(=O)COC(=O)c2ccc[nH]c2=O)c(C)n1-c1ccccc1
 : 1.8	2.5	-3.3	-9.8	1.1	-6.9	-14.1	11.8	-1.4	104.0
- CCOCCn1c(=O)c2c(nc3n2CCN3c2ccc(CC)cc2)n(C)c1=O
 : -2.0	6.5	-2.4	-2.9	-7.9	-6.2	14.9	-23.7	-1.4	97.0
- COc1cc(/C=C/c2cc(C(F)(F)F)[nH]c(=O)n2)cc(OC)c1OC
 : 5.5	-0.2	6.7	-5.0	31.1*	3.7	11.9	26.2	-0.9	118.0
- Cc1cc(C)n2cc(CSc3nnc(N)s3)nc2n1
 : 9.6	1.2	-2.0	4.5	0.7	-19.6	-0.3	-25.5	-1.4	96.0
- N#Cc1ccc(/C=C/C(=O)c2ccco2)cc1
 : -2.0	30.8*	-4.3	12.3	63.0*	8.3	-5.3	3.8	-1.2	96.0
- COc1ccc(C(=O)Nc2ccc3c4c(cccc24)CC3)cc1
 : -0.7	3.0	-4.9	-1.2	1.2	2.5	-3.1	-14.2	-1.8	96.0
- CNC(=O)c1cnn(-c2nc(-c3ccc(OC)cc3)cs2)c1C(F)(F)F
 : 1.9	6.1	6.6	1.9	-3.7	0.1	-3.9	-0.4	-1.2	100.0
- CC1CCN(S(=O)(=O)c2cc3c4c(c2)C(C)C(=O)N4CCC3)CC1 (stereo not given)
 : -6.3	13.5	5.0	0.7	-3.1	9.4	6.5	-7.9	-1.2	100.0
- O=C(Nc1ccc2c(c1)OCO2)C1CCN(C(=O)c2ccc(Br)cc2)CC1
 : -0.5	8.2	-2.5	5.0	0.6	-13.9	6.0	-22.7	-1.4	103.0
- CCCCC1Cc2[nH]c(=S)[nH]c(=O)c2C(C(C)C)O1 (stereo not given)
 : 1.0	/	/	/	1.8	3.1	/	13.6	/	121.0
- CCCn1nnc(NC(=O)c2cccc(Cl)c2)n1
 : -4.3	7.6	-10.0	0.8	-1.2	-11.0	-4.8	-6.9	1.0	98.0
- C/C(CC(=O)NC(C)(C)C)=N\NC(=O)COc1ccc(C)cc1Br
 : 0.4	-0.5	0.0	-1.7	-4.6	-7.7	8.5	-29.1	0.3	102.0
- O=C(CSc1nnc(SCc2cccc3ccccc23)s1)c1ccc2c(c1)OCO2
 : 2.3	1.0	1.4	-0.4	-6.6	-2.1	4.2	-13.7	-1.7	102.0
- O=C(Nc1cc(-c2ccccc2)cs1)c1ccco1
 : -8.1	-2.8	3.8	-2.1	1.5	1.4	-8.3	-60.5	-3.5	87.0

Other compounds:
Values run as follows: m5-HT2A agonist	MC4R antag cAMP	TLR9-MyD88 block	Glyco luc inh	ABHD5 PLIN5 PPI	NOD2-RIPK2 inh	H9c2 protect	NCOA2 inhibitor	MC4R barr agon	ABCB6 inh MLPCN
- O=C(CSc1nnc(NC(=O)c2ccco2)s1)Nc1cccc(F)c1
 : -12.0	6.1	9.0	-0.1	10.8	-3.4	-11.1	-17.6	-3.6	103.0
- CCN1C(=O)[C@H]2[C@@H](c3ccc(-c4ccccc4)c(OC)c3)N[C@@](CC(C)C)(C(=O)OC)[C@H]2C1=O
 : 1.1	9.6	0.0	-4.4	-5.4	-5.3	-3.0	-11.4	0.7	97.0
- Cc1c(NC(=O)/C(C#N)=C/c2ccc(-c3cc(Cl)ccc3Cl)o2)c(=O)n(-c2ccccc2)n1C
 : 1.4	10.0	-5.9	1.4	0.5	7.8	-2.5	0.4	-1.9	102.0
- Cc1cc(=O)[nH]c(SCC(=O)N2CC3(C)CC2CC(C)(C)C3)n1 (stereo not given)
 : 5.9	-2.9	6.9	0.9	-2.5	-2.1	0.5	11.8	-0.3	95.0
- COC(=O)c1[nH]c2c(c1C(=O)OC)CCc1ccccc1-2
 : -9.0	3.1	6.5	2.7	-2.6	2.1	-0.8	-7.0	0.8	105.0
- CCOC(=O)C1C(C(=O)OCC)C(C)(C)C1N(C)C (stereo not given)
 : 5.6	-2.5	5.2	1.2	1.4	-5.8	2.6	3.3	-1.1	95.0
- CC(C)Cn1c(N)c(C(=O)COC(=O)c2ccc(Br)cc2)c(=O)n(C)c1=O
 : 6.0	12.4	-8.3	0.2	-7.9	-1.1	-15.2	27.2	-1.1	101.0
